Myeloid diff 2: induction of myeloid progenitor differentiation, primary screen, cell-based, flow cytometry, MLPCN library; ER-HoxA9 myeloid progenitors, lysozyme-GFP differentiation; calls only at 10 µM; 360,000 compounds, 1% hits; AID 624256, 2012;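 active = normalized GFP-positive differentiation at or above the plate's own cutoff, the solvent-only control mean plus 3 SD; inconclusive = no clear call, values can overlap the other calls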;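 note: cells exposed to compound for four days before flow analysis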
Myeloid diff 2 GFP+ MAC1+ %: recorded beside Myeloid diff 2, whose call it bears; GFP+ MAC1+ double positive, %; measured here: differentiation confirmed by MAC1 staining
* marks the source's active call; other numbers are inactive results; i = inactive; ? = inconclusive; . = no result given. A portion of the library; count on the stated rates, not on these rows.

molecule,Myeloid diff 2,Myeloid diff 2 GFP+ MAC1+ %
COc1ccc(NC(=O)C2(C)CCN2CC2CCCCC2)cc1OC (stereo not given),i,0.2
COCCCN1C(=O)C(CC(=O)NCCN2CCOCC2)CC(C(=O)N2CCOCC2)=C1C (stereo not given),i,2.3
CCc1nc2ccc(C(=O)N3CCN(C(=O)c4ccco4)CC3)cn2c1N(CC)Cc1cccc(Br)c1,i,0.8
CCN(C(=O)CSc1nc2cc(C(=O)O)ccc2c(=O)n1-c1ccccc1F)C1CCS(=O)(=O)C1 (stereo not given),i,0.1
CCCS(=O)(=O)NC(=O)C1(C)CCCN(C(=O)c2ccc(OC)cc2)C1 (stereo not given),i,0.8
Cc1ccc(S(=O)(=O)N2CCC(C(=O)NCCN3CCOCC3)CC2)cc1,i,1.5
CC1(C(=O)O)CCC(C(=O)NNC(=O)c2ccccc2Cl)C1(C)C (stereo not given),i,0.5
COc1ccc(S(=O)(=O)N2CCC[C@H]2C(=O)N2CCC[C@H]2C(=O)N(C)Cc2ccccc2)cc1C,i,0.6
CN(C)C1CN(Cc2cn(Cc3ccccc3)nn2)S(=O)(=O)C1 (stereo not given),i,1.6
CCNC(=O)C1(C)CCN(C(=O)c2cccnc2SC)C1 (stereo not given),i,1.8
CCOC(=O)c1cccc(-c2c(-c3ccccc3)ncc3cc(OC)c(OC)cc23)c1,i,0.5
O=C1CC(c2ccccc2)NC(=S)N1 (stereo not given),i,1.4
Cc1cc(O)c(C(C)C)cc1N=Cc1ccccc1[N+](=O)[O-],?,.
CCOc1ncccc1C(=O)NNC(=O)CSc1ccc(Cl)cc1,i,0.3
COC(=O)[C@]1(Cc2ccccc2)N[C@H](c2ccc(-c3ccc(F)cc3)cc2)[C@@H]2C(=O)N(C)C(=O)[C@@H]21,i,1.9
CCC(C)C(N=C1NS(=O)(=O)c2ccccc21)C(=O)N1CCC(C)CC1 (stereo not given),i,1.0
C[C@H](NC(=O)c1ccccc1Cl)C(=O)OCC(=O)N1CCN(c2ccccc2)CC1,i,0.5
OC(c1ccc(F)c(F)c1)c1ncc(-c2ccc(F)cc2)[nH]1 (stereo not given),i,1.3
Cc1nn(CC(=O)N(C)C2CCS(=O)(=O)C2)c(C)c1[N+](=O)[O-] (stereo not given),i,0.4
Cc1cn([C@H]2C[C@H](O)[C@@H](CNCc3cccn3-c3ccncc3)O2)c(=O)[nH]c1=O,i,0.7
CCOc1ccc(S(=O)(=O)Nc2ccc(C(=O)NCc3ccncc3)cc2)cc1,i,1.0
O=S(=O)(Nc1cccc(S(=O)(=O)N2CCCCCC2)c1)c1ccc(F)cc1F,i,0.6
O[C@H]1CN(CC2CCCCC2)[C@@H](c2ccccc2)C[C@@H]1n1cc(C2CC2)nn1,i,0.4
CCOC(=O)N1CCC(NC(=O)c2ccc3c(c2)N(CC)CCS3)CC1,i,2.9
CCCCC[C@H](C)N1C[C@@H](COCc2ccccc2)Oc2cc(N3CC[C@H](O)C3)ccc2S1(=O)=O,i,0.6
C[C@H](CO)N1C[C@H](C)[C@@H](CN(C)Cc2ccncc2)Oc2c(NS(=O)(=O)c3cn(C)cn3)cccc2C1=O,i,0.7
COC(=O)c1cccc(-n2sc3ccccc3c2=O)c1,i,1.4
O=C(Cn1ccnc1[N+](=O)[O-])N(CCO)CCO,i,1.0
Cc1ccc(C)c(S(=O)(=O)N2CCN(C(=O)[C@@H]3CCCN3C(=O)c3cccs3)CC2)c1,i,0.2
CN(Cc1cn(Cc2ccccc2)nn1)C1CN(Cc2cn(Cc3ccccc3)nn2)S(=O)(=O)C1 (stereo not given),i,0.9
Cc1ccc(OC(=O)CCNC(=O)c2ccccc2Cl)c(Br)c1,i,1.1
Cc1ccc(Cn2c(CCNc3nc(-c4ccc(Cl)c([N+](=O)[O-])c4)cs3)nc3cc(C(=O)NCCCO)ccc32)cc1,i,3.6
COCCNC(=O)C1(C)CCCN(C(=O)c2ccc(C(F)(F)F)cc2)C1 (stereo not given),i,0.7
COc1ccccc1NS(=O)(=O)c1cc(C(=O)NCC(c2ccco2)N2CCCCC2)ccc1C (stereo not given),i,2.1
O=C1c2ccccc2C(c2nnnn2-c2ccc3c(c2)OCCO3)N1Cc1cccs1 (stereo not given),i,0.9
C[C@H]1COC(=O)[C@H](Cc2ccc(F)cc2)CC/C=C/C[C@@H](CC(=O)N(CCO)Cc2ccccc2)C(=O)N1,i,1.5
O=[N+]([O-])c1cccc(N=NNc2cccc([N+](=O)[O-])c2)c1,i,0.6
COc1ccccc1NS(=O)(=O)c1cc(NC(=O)c2ccccc2C)ccc1N1CCOCC1,i,0.1
Cc1c(NC(=O)COC(=O)c2ccccc2O)c(=O)n(-c2ccccc2)n1C,i,0.9
CN(Cc1ccccc1)C(=O)c1[nH]cnc1C(=O)Nc1ccccc1,i,2.1
CN(CC(=O)Nc1ccc(F)c(F)c1F)C(=O)c1ccc2c(c1)S(=O)(=O)N=C1CCCCCN12,i,1.0
COc1ccccc1C(=O)NC(=O)Cn1nc(C)c([N+](=O)[O-])c1C,i,0.3
C[C@@H]1CN([C@@H](C)CO)C(=O)c2cc(NC(=O)Nc3ccc4c(c3)OCO4)ccc2O[C@H]1CN(C)S(=O)(=O)c1ccc(F)cc1,i,1.0
CC(C)(C)OC(=O)NC(CNCc1ccccc1)Cc1ccccc1 (stereo not given),i,2.9
CC(=O)NCCNC(=O)C1(C)Cc2c(-c3ccc(NC(C)=O)cc3)ccnc2O1 (stereo not given),i,0.6
Cc1cc(C)n(CC(=O)NNC(=O)COc2ccc(Cl)cc2Cl)n1,i,0.5
O=C(NCCC(F)(F)F)C1Cc2c(-c3ccccc3Oc3ccccc3)ccnc2O1 (stereo not given),i,0.6
CCC(C(=O)OC(C)C)c1ccc2ccccc2c1 (stereo not given),i,1.1
O=C(CN1C(=O)NC2(CCOc3ccccc32)C1=O)c1ccc(F)c(F)c1 (stereo not given),i,0.5
O=C(COc1ccc2c(c1)OCO2)NCc1cccs1,i,0.6
Cc1ccc(C(=O)N2CCN(S(=O)(=O)c3ccccc3C#N)CC2)cc1S(=O)(=O)N1CCOCC1,i,1.1
CCOc1ccc(S(=O)(=O)N2CCN(C(=O)CCOc3ccccc3C)CC2)cc1,i,0.6
O=C(COc1cccc(F)c1)Nc1nc(-c2cccnc2)cs1,i,0.5
CN(C(=O)COC(=O)Cn1cnc2c1c(=O)n(C)c(=O)n2C)C1(C#N)CCCCC1,i,0.2
COC(=O)c1c(-c2ccc(OC)cc2)oc2ccc(-c3cc(OC)c(OC)c(OC)c3)cc12,i,2.7
CC1(C(=O)NS(=O)(=O)c2ccc(Cl)cc2)CCN1C(=O)CCc1ccc(Cl)cc1Cl (stereo not given),i,0.9
CC(C)C1C(=O)N(Cc2cn(CCC3OCCCO3)nn2)CCS(=O)(=O)N1Cc1ccc(-c2ccncc2)cc1 (stereo not given),i,1.6
COc1cccc(NC(=O)CN(C)C(=O)CCCc2c[nH]c3ccccc23)c1,i,1.2
Cc1ccc2nc(C(C)(C)C)c(Cc3ccsc3)n2c1,i,1.0
Cn1c(=O)c2cc(NC(=O)Cc3ccccc3F)ccc2n1-c1ccc(C(C)(C)C)cc1,i,0.8

Reprinted at random: 7 records from the list, in no set order.
molecule,Myeloid diff 2,Myeloid diff 2 GFP+ MAC1+ %
CN(C(=O)COC(=O)Cn1cnc2c1c(=O)n(C)c(=O)n2C)C1(C#N)CCCCC1,i,0.2
COC(=O)c1c(-c2ccc(OC)cc2)oc2ccc(-c3cc(OC)c(OC)c(OC)c3)cc12,i,2.7
COc1ccccc1C(=O)NC(=O)Cn1nc(C)c([N+](=O)[O-])c1C,i,0.3
CC(C)(C)OC(=O)NC(CNCc1ccccc1)Cc1ccccc1 (stereo not given),i,2.9
COCCCN1C(=O)C(CC(=O)NCCN2CCOCC2)CC(C(=O)N2CCOCC2)=C1C (stereo not given),i,2.3
Cc1cc(C)n(CC(=O)NNC(=O)COc2ccc(Cl)cc2Cl)n1,i,0.5
C[C@H]1COC(=O)[C@H](Cc2ccc(F)cc2)CC/C=C/C[C@@H](CC(=O)N(CCO)Cc2ccccc2)C(=O)N1,i,1.5

Going on with the list:
molecule,Myeloid diff 2,Myeloid diff 2 GFP+ MAC1+ %
COc1cc(CNC(=O)c2cnccn2)cc(OC)c1,i,1.0
COc1ccc(NC(=O)COC(=O)c2ccc3c(c2)OCO3)c(OC)c1,i,1.9
O=[N+]([O-])c1cccc(COc2ccccc2CN2CCOCC2)c1,i,0.6
O=C(c1ccc(CSc2ccc(Cl)cc2)o1)N1CCOCC1,i,0.9
CCC1Nc2ncnc(N3CCc4ccccc4C3)c2N(Cc2ccc(Cl)cc2)C1=O (stereo not given),i,5.8
Cc1ccccc1S(=O)(=O)NC(=O)C1(C)CCN1C(=O)CC1CCCCC1 (stereo not given),i,1.7
OC(c1cccc(Cl)c1)c1nc(-c2csc3ccccc23)cs1 (stereo not given),i,0.8
Cc1cc(C)c2cc(C#N)c(NCCNC(=O)c3ccccn3)nc2c1,i,1.3
COc1cccc(C(O)c2nc(-c3cnn(C)c3)cs2)c1 (stereo not given),i,1.7
CN(C(=O)COC(=O)CNC(=O)c1cccs1)c1c(N)n(Cc2ccccc2)c(=O)[nH]c1=O,i,0.6
CC(C)C(NC(=O)c1ccc(Cl)cc1Cl)C(=O)N1CCN(S(=O)(=O)c2ccccc2)CC1 (stereo not given),i,4.3
CO[C@@H]1CN(C)C(=O)c2ccc(NC(=O)C3CCCC3)cc2OC[C@@H](C)N(Cc2ccc(F)cc2)C[C@H]1C,i,1.8
CC(C)C1C(=O)N(Cc2cn(Cc3ccco3)nn2)CCS(=O)(=O)N1Cc1ccc(-c2ccc(F)cc2)cc1 (stereo not given),i,0.5
Cc1cc(C(=O)N(C)CC(=O)Nc2cccc(F)c2)no1,i,0.9
C#CCOCCOCCOCCNc1nc(N2CCN(C(=O)[C@H](CCCN=C(N)N)n3cc(C(N)[C@@H](C)CC)nn3)CC2)nc(N2CCN(C(=O)[C@H](CCC(=O)O)n3cc([C@@H](N)CO)nn3)CC2)n1 (stereo not given in full),i,0.7
C=C[C@@H]1c2ccccc2N(S(=O)(=O)c2ccc(C)cc2)[C@H](c2ccc(OC(C)=O)cc2)C1(C#N)C#N,i,1.8
COc1ccc(CC(N)c2csc(Nc3nc(C)cnc3C)n2)cc1 (stereo not given),i,2.1
O=C(NCc1ccccc1Cl)c1csc([C@@H]2O[C@H](CO)[C@@H](O)[C@H]2O)n1,i,0.7
Cc1c(C(=O)OCC(=O)N(C)Cc2ccc(Cl)cc2)oc2ccccc12,i,0.4
C#CCOCCOCCOCCNc1nc(N2CCN(C(=O)[C@H](CCCN=C(N)N)n3cc(C(N)[C@H](C)CC)nn3)CC2)nc(N2CCN(C(=O)[C@H](CC(N)=O)n3cc(C(N)[C@@H](C)CC)nn3)CC2)n1 (stereo not given in full),i,0.6
COc1ccc(OC)c(NCCN2C(=O)c3ccccc3C2=O)c1,i,0.3
COc1cccc(C(=O)O[C@H]2[C@H](Cc3ccccc3)NS(=O)(=O)[C@H]3C[C@@H]4C=C[C@]23O4)c1,i,3.8
COc1cc(C(=O)OCC(=O)Nc2c(C)n(C)n(-c3ccccc3)c2=O)c([N+](=O)[O-])cc1OC,i,0.5
CCCCCCCCN1C(=O)[C@H](CC(=O)NCCCCc2ccccc2)C[C@@]2(C(=O)OCC)CCCC=C12,i,1.4
CCOC(=O)[C@H]1[C@H]2COc3cc(OC)ccc3[C@@H]2N2C(=O)CN(Cc3ccco3)C(=O)[C@@]12C,i,2.2
CCN(CC(=O)Nc1cccc(OC)c1)C(=O)c1cccc(S(=O)(=O)N2CCc3ccccc32)c1,i,1.2
COc1ccc(C2CC(=O)Oc3cc(OC)c(OC)c(OC)c32)cc1 (stereo not given),i,2.6
CN(Cc1ccccc1F)C(=O)c1cccc(NC(=O)CC2SC(N3CCCCC3)=NC2=O)c1 (stereo not given),i,1.7
CN(C)S(=O)(=O)c1ccc(N2CCCC2)c(C(=O)NCC(=O)Nc2ccc(F)c(F)c2)c1,i,0.5
COc1cccc(N2CCN(C(=O)CCC(=O)c3ccc(Cl)s3)CC2)c1,i,0.5
CC(OC(=O)Cc1c[nH]c2ccccc12)C(=O)Nc1ccc(S(N)(=O)=O)cc1 (stereo not given),i,0.5
CCOC(=O)Nc1ccc2c(c1)N(C(=O)CCN1CCN(CCO)CC1)c1ccccc1S2,i,0.8
CN1C2C=CC(=O)C1C1C(=O)N(c3ccccc3)C(=O)C12 (stereo not given),i,2.9
COc1ccc(CCNC(=O)c2oc3ccccc3c2C)cc1,i,0.4
Cc1ccc(CN2C(=O)[C@@H]3Cc4c([nH]c5ccccc45)C(C)(C)N3C2=O)cc1,i,3.8
O=P(Cc1cccc2ccccc12)(c1ccccc1)c1ccccc1,i,0.7
Cc1cccc(NC(=O)CNC(=O)[C@H]2O[C@@H](n3cnc4c(N)ncnc43)[C@H](O)[C@@H]2O)c1C,i,0.4

Part of the list above, with two lines to a compound:
Values run as follows: Myeloid diff 2, Myeloid diff 2 GFP+ MAC1+ %
> Cc1ccc(CN2C(=O)[C@@H]3Cc4c([nH]c5ccccc45)C(C)(C)N3C2=O)cc1
 : i, 3.8
> CC(OC(=O)Cc1c[nH]c2ccccc12)C(=O)Nc1ccc(S(N)(=O)=O)cc1 (stereo not given)
 : i, 0.5
> COc1ccc(CCNC(=O)c2oc3ccccc3c2C)cc1
 : i, 0.4
> O=P(Cc1cccc2ccccc12)(c1ccccc1)c1ccccc1
 : i, 0.7

From PubChem BioAssay
